Bioassay records from PubChem BioAssay.
SRC1 inh – inhibits human SRC1 coactivator. HEK293 GAL4-SRC1 luciferase reporter, luminescence. inhibition, % at 3.6 µM. actives 0.12% (n = 360,000);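 active = inhibition above the campaign mean plus 3 SD, with each screening campaign given its own cutoff, cut at about 60% in these data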;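 also: 0% = DMSO treated cells and 100% = gossypol at 36 µM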
C8 TRAIL sens – caspase-8 TRAIL sensitization; NB7+C8 cells + TRAIL, ATPlite viability luminescence; inhibition (viability loss, TRAIL sensitization), % at 10 µM; actives 1% (n = 360,000); AID 624354;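 active = compounds causing at least 50% loss of cell viability in the single-dose screen, relative to plate controls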
NR5A2 inv ag – NR5A2 inverse agonism in reporter assay; O00482; actives 0.13% (n = 360,000); inhibition, % at 3.6 µM; HEK293T StAR-luciferase reporter, LRH-1 transfected, 24 h;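 active = inhibition above the mean inhibition of all tested compounds plus 3 SD, cut at about 73% in these data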;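 also: 0% = DMSO wells and 100% = reporter-only cells lacking LRH-1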
KKLEB cytotox – CF airway cell cytotoxicity counter-screen. KKLEB CF airway cells viability, ATPlite luminescence, overnight; active compounds read low; cells stimulated with P. aeruginosa culture filtrate. activity change (cytotoxicity), % at 5 µM. actives 0.36% (n = 360,000). AID 602141;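 active = corrected activity change at or below -50% at 5 µM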
NR2F2 inh – inhibitors of human COUP-TFII (NR2F2); P24468; HEK293T NGFI-A luciferase reporter, luminescence; actives 0.7% (n = 370,000); inhibition, % at 8.6 µM;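 active = inhibition above a per-plate cutoff, mean inhibition of test wells between control levels plus 3 SD, cut at about 38% in these data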;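 also: cells cotransfected with COUP-TFII expression vector driving the NGFI-A reporter; 0% = median of COUP-TF2 test wells and 100% = reporter-only cells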
LMP1 NFkB inh – Epstein-Barr LMP1 NF-kappaB reporter inhibition. LMP1-induced NF-kappaB luciferase reporter cells, luminescence. inhibition, % at 12.5 µM. actives 0.69% (n = 350,000). AID 504558; in the data active = inhibition above about 41%;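 also: 0% = neutral control wells and 100% = reference inhibitor control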
TWEAK Fn14 block – TWEAK-Fn14 signaling inhibition | TWEAK-stimulated Fn14 reporter cells, luciferase luminescence, 8 h | inhibition, % at 10 µM | actives 2% (n = 360,000) | AID 1159606; in the data active = inhibition above about 50%
CF NFkB inh – inhibitors of cystic fibrosis induced NF-kB | AID 588850 | inhibition, % at 5 µM | KKLEB NF-kB-GFP reporter, PAF-induced, GFP fluorescence overnight | actives 0.86% (n = 360,000);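 active = at least 50% inhibition at 5 µM, scaled per plate between neutral and stimulator controls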;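 also: PAF is a Pseudomonas aeruginosa culture filtrate used as stimulus; plate controls were PAF-stimulated DMSO wells for no effect and unstimulated DMSO wells for full effect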
SRC2 inh – inhibits human steroid receptor coactivator 2; inhibition, % at 9 µM; actives 0.17% (n = 370,000); Q15596; HEK293 GAL4-SRC2 luciferase reporter, luminescence;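 active = inhibition above the mean inhibition of all tested compounds plus 3 SD, set per campaign, cut at about 52% in these data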;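 also: 0% = DMSO treated cells and 100% = cells given Gossypol at 36 µM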
NCOA3 inh – inhibitors of human steroid receptor coactivator 3 (SRC3); Q9Y6Q9; inhibition, % at 3.6 µM; AID 588352; actives 0.17% (n = 360,000); HEK293 GAL4-SRC3 luciferase reporter, luminescence;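 active = inhibition above a per-campaign cutoff, the mean of all compounds plus 3 SD, cut at about 60% in these data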;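 also: 0% = DMSO-treated cells and 100% = gossypol-treated cells at 36 µM; higher means less SRC3-driven luciferase light from the GAL4 reporter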
TROY signal inh – inhibitors of TROY-dependent NF-kB signaling | Q293 LMP1-TROYcd NF-kB luciferase reporter, 4 h | inhibition, % at 10 µM | actives 0.98% (n = 360,000);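 active = compounds whose plate-normalised and pattern-corrected inhibition of the luciferase reporter signal at the single screening dose is 50% or more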
* hit, by the source's call; nt = not tested or not shown; & = joins results of further samples.

SMILES	SRC1 inh	C8 TRAIL sens	NR5A2 inv ag	KKLEB cytotox	NR2F2 inh	LMP1 NFkB inh	TWEAK Fn14 block	CF NFkB inh	SRC2 inh	NCOA3 inh	TROY signal inh
CCOC(=O)C1CCN(C(=O)C2CCN(S(=O)(=O)c3cc(Cl)ccc3Cl)CC2)CC1	9	8	9	4	11	-1	0	9	-5	-16	9
COc1ccc2c(c1)-c1c(ssc1=S)C(C)(C)N2C(=O)CSC1=NCCS1	39	11	10	3	52*	7	44	21	45	30	45
COc1ccc(N2CCN(C(=O)COC(=O)CCOc3cc(C)ccc3C)CC2)cc1	-1	-8	4	5	-13	-5	-8	2	1	-15	27
COc1c(C)cc(C(O)c2ncc(-c3ccccc3C)[nH]2)cc1C (centres undefined)	-15	-1	-9	-8	17	nt	9	10	6	-3	6
Cc1ccccc1Cn1nnc(-c2cccc(C(=O)O)c2)n1	-157	-7	-153	10	-54	3	4	-12	-61	-96	-86
COc1ccccc1N1CCN(C2CCCN(S(=O)(=O)c3cccc(Cl)c3)C2)CC1 (centres undefined)	4	4	10	-4	13	0	-5	25	17	-7	-17
CCCNC(=O)c1ccc(SCC(=O)N(CC)CC)c([N+](=O)[O-])c1	9	1	-19	7	-16	1	1	-23	-16	6	7
C=CCn1c(-c2csc(-c3ccc(Cl)cc3)n2)n[nH]c1=S	-4	-15	-13	15	-3	-10	24	-9	-15	-9	-16
CCNC(=S)N(Cc1ccc(OC)cc1)C1CC(=O)N(c2ccc(OCC)cc2)C1=O (centres undefined)	-10	-11	12	-3	8	3	-2	0	0	19	-1
CCN(CC)CCC(=O)N1c2ccccc2CCc2ccc(NC(=O)OC)cc21	7	7	11	-6	10	1	15	-6	10	10	15
CC(C)c1ccc(/C=C(\NC(=O)c2ccccc2)C(=O)NCCCN2CCOCC2)cc1	-5	-4	4	-3	-9	5	7	17	17	8	20
Cc1cc(C)c(NC(=S)NC(NC(=O)c2ccccc2)C(Cl)(Cl)Cl)c(C)c1 (centres undefined)	14	11	4	-12	14	-13	14	12	3	3	26
CCc1c(C(=O)OC)nnc2cc(C)nn12	9	10	-6	8	1	2	3	1	4	14	0
O=C(O)c1ccc(Cl)c(S(=O)(=O)N2CCCC2)c1	-74	-8	-8	6	27	-12	-20	-8	-13	10	-8
CCN1C(=O)CS/C1=N\c1nccs1	-2	1	13	5	-5	0	-1	-6	-6	-2	-7
Cc1ccsc1C1C(C(=O)O)c2ccccc2C(=O)N1C (centres undefined)	-3	-5	-12	8	-12	-5	0	-6	-18	4	-13
Cc1ccc(-n2ncc3c(N4CCC5(CC4)OCCO5)ncnc32)c(C)c1	-15	9	-26	-6	7	-8	-3	0	-15	-10	-19
CCCCN(CC)c1nc(N)c2c(N)nc(OCC)cc2c1C#N	12	25	-2	-4	-5	-2	15	-12	14	4	6
COCCn1c(SCC#N)nnc1-c1ccc2c(c1)OCO2	-11	-13	2	5	-13	-3	8	10	-25	6	18
COc1ccc(OC)c(NC(=O)c2cc3c(=O)n4ccccc4nc3n2C)c1	-20	4	3	0	-15	-16	-3	7	10	7	-6
Cc1ccccc1NCC(=O)N/N=C\C=C\c1cccc([N+](=O)[O-])c1	3	-8	13	2	9	-2	4	-8	-29	0	45
CC(=O)OC(Cn1ccnc1)c1ccccc1 (centres undefined)	1	-13	0	-7	6	-7	0	17	-14	-5	0
O=C(COC(=O)Cc1cccc(C(F)(F)F)c1)NCc1ccco1	0	-5	-3	0	8	-2	24	-12	12	-3	12
Cc1onc(-c2ccccc2Cl)c1C(=O)Nc1ccccc1C(=O)NC(C)C	12	9	14	1	26	0	7	-9	-18	17	13
Cc1nnc(SCc2ccc(Cl)cc2)n1CC1CCCO1 (centres undefined)	-1	4	4	-3	16	5	-3	2	-8	6	-6
SMILES	SRC1 inh	C8 TRAIL sens	NR5A2 inv ag	KKLEB cytotox	NR2F2 inh	LMP1 NFkB inh	TWEAK Fn14 block	CF NFkB inh	SRC2 inh	NCOA3 inh	TROY signal inh
CCC1=C(C)CN(C(=O)NCCc2ccc(S(=O)(=O)NC(=O)NC3CCC(C)CC3)cc2)C1=O (centres undefined)	0	-11	1	-12	1&5	6	16	-31	-1&7	-5	6
COc1ccc(-c2nc(N)ncc2-c2ccccc2OC)c(O)c1	6	-13	-6	-5	-14	9	11	8	1	-27	17
COc1ccc(C(=O)Nc2cc(S(=O)(=O)N3CCCC3)ccc2Cl)cc1	20	-13	-13	15	2	4	-16	11	-3	7	15
O=C(Nc1ccc(Cn2cccn2)cc1)c1ccc(COc2cccc(Br)c2)cc1	30	12	24	-2	-9	10	38	8	-30	37	-20
CCc1ccc(-n2c(=S)sc3c(=O)[nH]c(SCC(=O)NC4CCCCC4)nc32)cc1	-8	-7	7	17	1	-5	-11	-42	-11	-6	-2
CCN(CC(=O)Nc1c(F)cccc1F)C(=O)c1cccn1C	0	-6	-14	-13	-2	1	4	22	1	-18	0
O=c1c2ccccc2nc(SCc2cccc(F)c2)n1-c1cccc(S(=O)(=O)N2CCCC2)c1	3	-1	0	-8	16	-13	9	9	24	9	3
COc1ccc(/C=C/c2cc(=O)c3cc(Cl)ccc3o2)cc1	-12	4	11	12	-4	-1	-14	-22	-29	1	-36
CC(C)Oc1cccc(C(=O)NC(=S)N2CCN(c3ccc(C(F)(F)F)cc3[N+](=O)[O-])CC2)c1	-10	42	-12	-19	3	-3	-31	-2	0	-8	15
Cn1nc(C(F)(F)F)c(C(=O)Nc2ccc(C(F)(F)F)cc2)c1Cl	0	3	5	-3	-9	4	-10	3	8	16	-10
Cc1nn(C)c(C(=O)NNC(=S)NC2CCCCC2)c1Br	-50	-1	-74	-1	-17	-15	-17	-22	-43	-72	-49
Cc1cc(C)c(S(=O)(=O)c2ccc(Cl)cc2C)c(Cl)n1	-12	-4	-9	3	5	-7	2	7	2	11	9
COc1cc(OC)cc(C(=O)Oc2c(CN3CCOCC3)cc(Cl)c3cccnc23)c1	3	-5	0	6	17	1	1	-3	-2	8	16
Cc1ncsc1C(=O)NCc1ccc(N2CCCC2=O)cc1	5	5	9	8	12	1	13	-5	12	-13	14
FCCCOc1ccc(-c2nccc(-c3ccc(Cl)cc3)n2)cc1	0	-17	3	-6	5	6	7	6	-48	-11	2
CC1(C)C(=O)NCCN1C(=O)CCC(=O)O	-6	-18	-4	3	4	-6	3	3	-4	20	2
CCCc1nc(-c2cc3ccccc3[nH]c2=O)no1	5	8	1	-14	-4	-3	-13	8	-10	2	-4
CC(C)(NC(=O)N1CCCC1)c1cccc(C(C)(C)NC(=O)N2CCCC2)c1	-76	-3	2	-4	20	-2	-4	6	11	-2	4
COc1cc(NC(=O)c2cccs2)c(OC)cc1NC(=O)CCC(=O)Nc1ccc(C)cc1	1	-3	-16	14	22	0	7	-14	5	4	-13
O=C(Nc1ccccc1)c1cccc(N2C(=O)C3C4CC(C(Br)C4Br)C3C2=O)c1 (centres undefined)	4	1	3	10	-3	0	14	-2	16	16	0
COC(=O)COc1ccc(NC(=O)C2CCCO2)cc1 (centres undefined)	-4	-14	-17	-2	4	7	-9	-6	18	5	0
COc1ccc(Cl)cc1NC(=O)c1nc2nc(C)cc(C(F)F)n2n1	-7	0	-10	6	10	1	-54	-12	2	-20	-8
COc1ccc(S(=O)(=O)Nc2nnc(C)s2)cc1	16	-4	-12	-8	-5	-6	2	5	2	10	-15
O=C(Nc1ccc(Cl)c(Cl)c1)c1ccncc1	-47	3	-52	4	-16	-6	-9	-14	-54	-25	-23
O=C(N/N=C/c1ccc(F)cc1)c1ccncc1	-3	-9	-6	5	5	-2	5	-19	1	-74	-31
SMILES	SRC1 inh	C8 TRAIL sens	NR5A2 inv ag	KKLEB cytotox	NR2F2 inh	LMP1 NFkB inh	TWEAK Fn14 block	CF NFkB inh	SRC2 inh	NCOA3 inh	TROY signal inh
CCCCC1=CC2=C(c3ccco3)C(=O)C(C)(OC(=O)c3ccc(OC)cc3)C(=O)C2=CN1Cc1ccco1 (centres undefined)	1	-1	2	4	nt	2	7	6	nt	-3	-12
O=S(=O)(c1ccc(NCc2ccc(F)cc2)nc1)N1CCCC1	-17	-5	18	4	8	0	4	8	15	19	-5
O=C(Nc1ccc(N2CCOCC2)c(Cl)c1)c1cc2ccccc2o1	-97	13	-141	4	nt	-46	32	1	nt	-62	8
O=C(Nc1cccnc1)C(Cc1ccccc1)n1cccc1 (centres undefined)	14	5	-10	7	5	1	-12	14	3	12	9
COc1ccc(N(CC(=O)Nc2ccc(C)c(C)c2)S(=O)(=O)c2c(C)noc2C)cc1	-8	4	9	11	10	-2	-13	-26	5	18	21
Cc1cc(S(=O)(=O)Nc2ccc(C(=O)N3CCN(c4ccccc4O)CC3)cc2)ccc1F	-10	12	28	0	16	7	11	19	20	-15	14
CN(CC(=O)Nc1ccc(F)c(F)c1)S(=O)(=O)c1cccc2nsnc12	4	10	-10	-2	-2	3	-2	-10	13	16	0
NC(=O)CSc1nnc(Cc2ccc3c(c2)OCO3)n1C1CCCCC1	6	3	11	-8	nt	-6	-4	-3	nt	13	-15
CN(C)S(=O)(=O)n1cc(/C=C(\NC(=O)c2ccccc2Cl)C(=O)NCCN2CCOCC2)c2ccccc21	6	11	1	-24	-6	0	37	10	16	18	26
CSc1ccc(CN2CCN(S(=O)(=O)Cc3ccccc3)CC2)cc1	-7	-14	-14	15	-5	3	2	5	21	1	13
COc1ccc(N(CC(=O)NN=C2CCCC2)S(=O)(=O)c2ccccc2)cc1	1	-14	10	-1	-19	1	-9	11	3	6	-6
Cc1cc(Cl)n2c(nc3ccccc32)c1C#N	-1	-2	9	-31	-29	0	6	64*	37	-1	-4
c1ccc2[nH]c(-c3nc4ccccc4[nH]3)nc2c1	-98	69*	-155	19	-42	-22	40	-11	-87	-102	-34
CCOC(=O)C[C@H]1c2ccccc2S(=O)(=O)N1c1cccc(OC)c1	-8	-5	9	-5	5	-3	-3	-11	-14	-2	-24
O=C(COC(=O)c1ccc2c(c1)OCCO2)Nc1ccc(F)cc1	3	-5	10	2	-38	-11	0	-33	-13	21	-26
COc1cc(C)c(Br)cc1S(=O)(=O)NCc1ccccc1	1	-10	-1	0	-2	-4	4	-13	0	1	-25
CC(C)(C)c1ccc(C(=O)NC2CCN(Cc3ccccc3)CC2)cc1	-14	-1	13	-2	5	-4	-2	7	-29	18	0
CCOc1cccc(-c2cc(C(=O)N3N=C(C)CC3(O)C(F)F)c3ccccc3n2)c1 (centres undefined)	-2	-4	-15	5	13	-1	-3	10	-4	-10	1
COC(=O)c1ccccc1NC(=O)CCS(=O)(=O)c1ccc(Br)s1	-4	-1	17	1	4	10	3	5	3	-8	-12
Cc1ccsc1/C=N/NC(=O)c1nnn(-c2nonc2N)c1-c1ccc2c(c1)OCO2	-18	10	-6	20	2	-5	2	-4	18	18	-11
O=C(NNC(=O)c1cc(-c2ccc(Cl)c(Cl)c2)nc2ccccc12)Nc1ccccc1	-10	25	22	4	15	-3	15	-29	-36	-3	-24
COc1ccc(Cc2nnc(SCC(=O)NC(C)c3ccccc3)o2)cc1 (centres undefined)	-5	1	-1	-8	14	-2	2	-2	7	7	11
O=C(NN=C1C2CC3CC(C2)CC1C3)c1cccs1	-143	-13	-106	11	-75	-17	-12	-10	-60	-92	-68
